LDHA inh: qHTS assay for inhibitors of human lactate dehydrogenase; 0.15% of 480,000 active; L-lactate dehydrogenase A chain (Homo sapiens), P00338; purified LDHA, NADH/diaphorase-resazurin fluorescence; active compounds read low; AID 1347041, 2019; activity change, % (values are at about 110 or 230 µM); in the data active = activity change below about -30%; inconclusive = mostly about -25% to -30%;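 also: plate controls were DMSO wells for no effect and wells without enzyme for full effect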
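Remaining NADH was detected by diaphorase (0.133 mg/mL) converting 37 µM resazurin to fluorescent resorufin, read at 0 and 20 minutes. The preceding 5-minute room-temperature reaction used 2 nM LDHA, 0.2 mM sodium pyruvate and 0.06 mM NADH at pH 7.4.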
mIDH1 inhibitor: qHTS for Inhibitors of mutant isocitrate dehydrogenase 1 (IDH1): qHTS | Isocitrate dehydrogenase [NADP] cytoplasmic (Homo sapiens), O75874 | Potency, µM (titrated, usually from 76.6 µM), for inactives: at the top dose activity change, negative = inhibition, usual class: inhibitors | IDH1-R132H enzyme, NADPH consumption, diaphorase/resazurin fluorescence | 0.093% of 390,000 active; also: potency is read from the fitted curve at half-maximal effect; % is scaled to controls: 0 for no effect and ±100 for the full control effect; nearly all actives have a fitted effect of over 65% in size
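IDH1-R132H (0.5 ug/mL) preincubated 30 min with compound, then NADPH (0.016 mM) and alpha-KG (2 mM) added; 80 min at RT, pH 7.5. Remaining NADPH coupled via diaphorase/resazurin to fluorescence (540/590 nm); concentration-response curves normalized to no-enzyme control.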
Vif-A3F inh: qHTS for Inhibitors of Vif-A3F Interactions: qHTS | HeLa A3F-eYFP + Vif (tagged APOBEC3F with the HIV-1 protein that degrades it), YFP fluorescence increase | Potency, µM (highest dose often 46.1 µM), without a hit: at the highest dose activity, negative = active | 0.2% of 390,000 active | AID 602313, 2012; also: potency is read from the fitted curve at half-maximal effect; % of control where 0% means no effect; nearly all actives have a fitted effect of over 65% in size
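Fluorescence increase (Ex 488/Em 500-530) after overnight compound treatment at 37 deg C flags inhibition of Vif-driven A3F-eYFP loss in stable HeLa A3F-eYFP/Vif cells seeded overnight beforehand.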
RGS4 inhibitor: Inhibitors of Regulator of G Protein Signaling (RGS) 4: qHTS | Transcreener GDP fluorescence polarization, RGS4-accelerated GTP hydrolysis | Potency, µM (titrated, usually from 114 µM), for inactives: top-dose activity change, negative = inhibition, actives largely listed as inhibitors | 0.039% of 390,000 active | AID 504845, 2011 | Regulator of G-protein signaling 4 (Homo sapiens), P49798; also: potency is read from the fitted curve at half-maximal effect; % is scaled to controls: 0 for no effect and ±100 for the full control effect; nearly all actives have a fitted effect of over 75% in size; some results filed as inactive show a strong effect at the top dose
Target sequence (P49798 whole entry, looked up): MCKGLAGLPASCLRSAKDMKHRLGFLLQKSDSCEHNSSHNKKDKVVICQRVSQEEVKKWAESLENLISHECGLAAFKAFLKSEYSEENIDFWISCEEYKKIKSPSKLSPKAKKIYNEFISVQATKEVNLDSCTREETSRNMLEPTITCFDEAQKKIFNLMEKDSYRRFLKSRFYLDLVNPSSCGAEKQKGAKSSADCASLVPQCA
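MLSMR compounds (23 nl, pin-transferred) preincubated 10 min at room temperature with a 500nM (2x) first reagent, then RGS4 at 900nM (2x) plus Transcreener GDP mix added; fluorescence polarization (620/688 nm) read before and after 90 min at 30 °C.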
TrxR1 substrate: qHTS Assay for Substrates of Mammalian Selenoprotein Thioredoxin Reductase 1 (TrxR1): qHTS; purified TrxR1 substrate turnover, NADPH consumption readout; 0.01% of 390,000 active; Potency, µM (series often up to 114 µM), without a hit: at the highest dose activity change, negative = substrate turnover; Thioredoxin reductase 1, cytoplasmic (Rattus norvegicus), O89049; also: potency is read from the fitted curve at half-maximal effect; % is scaled to controls: 0 for no effect and ±100 for the full control effect; nearly all actives have a fitted effect of over 50% in size
Target sequence (O89049 whole entry, looked up): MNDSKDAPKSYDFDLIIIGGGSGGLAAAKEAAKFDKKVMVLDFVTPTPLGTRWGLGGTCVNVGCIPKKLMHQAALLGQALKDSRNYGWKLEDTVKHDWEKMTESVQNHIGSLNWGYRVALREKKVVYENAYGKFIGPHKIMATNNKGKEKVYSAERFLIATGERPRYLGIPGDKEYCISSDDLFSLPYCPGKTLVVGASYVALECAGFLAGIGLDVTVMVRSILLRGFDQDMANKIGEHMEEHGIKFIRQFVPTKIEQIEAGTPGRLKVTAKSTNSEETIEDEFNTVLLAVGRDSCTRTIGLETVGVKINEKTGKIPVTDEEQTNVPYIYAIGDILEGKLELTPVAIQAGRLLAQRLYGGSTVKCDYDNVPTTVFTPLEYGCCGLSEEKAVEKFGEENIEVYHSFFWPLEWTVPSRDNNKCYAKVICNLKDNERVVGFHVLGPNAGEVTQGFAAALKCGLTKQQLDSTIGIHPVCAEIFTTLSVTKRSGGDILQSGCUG
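Rat TrxR1, dispensed at 90 nM, was prereduced with 400 uM NADPH (final) for 5 min at ~22 deg C, then incubated with compound 15 min before 400 uM selenite. A first-read NADPH fluorescence drop versus no-compound background flagged substrates.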
USP1 inh: Inhibitors of USP1/UAF1: Primary Screen. Ubiquitin carboxyl-terminal hydrolase 1 (Homo sapiens), O94782. recombinant USP1/UAF1, Ub-Rhodamine cleavage fluorescence. Potency, µM (doses to about 57.1 µM), for the others: at the top dose activity change, negative = inhibition, usual class: inhibitors. 0.23% of 390,000 active. AID 743255, 2014; also: potency is read from the fitted curve at half-maximal effect; % is scaled to controls: 0 for no effect and ±100 for the full control effect; nearly all actives have a fitted effect of over 60% in size; inactives centre near -12
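1 nM enzyme complex + cpd, 15 min RT; start with Ub-Rho 150nM final; kinetic fluorescence ex 480/em 540, 6 reads q60 s. Buffer 50mM HEPES pH 7.8, 0.5mM EDTA, 0.1 mg/ml BSA, 1mM TCEP, 0.01% Tween-20.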
GRP78 ERSR act: qHTS for Inducers of the Endoplasmic Reticulum Stress Response (ERSR) in Human Glioma: qHTS; AID 602332, 2012; 0.02% of 420,000 active; U87-MG GRP78 promoter luciferase reporter, 16 h; Potency, µM, for the others: top-dose activation, hits mostly activators; also: potency is read from the fitted curve at half-maximal effect; series mostly up to about 76 µM; % of control where 0% means no effect; nearly all actives have a fitted effect of over 35% in size
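ERSR induction read as luciferase luminescence (Bright-Glo, 10 min at room temperature) in stably transfected human U87-MG glioma cells exposed to compounds for 16 h, using GRP78 as sensor.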
Vif-A3G inh: qHTS for Inhibitors of Vif-A3G Interactions: qHTS. DNA dC->dU-editing enzyme APOBEC-3G (Homo sapiens), Q9HC16. HeLa A3G-eYFP + Vif (tagged APOBEC3G with the HIV-1 protein that degrades it), YFP fluorescence, overnight. Potency, µM (highest dose often 46.1 µM), without a hit: top-dose activity, negative = active, actives largely listed as inhibitors. 0.076% of 410,000 active;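 also: potency is read from the fitted curve at half-maximal effect; % is scaled to controls: 0 for no effect and ±100 for the full control effect; nearly all actives have a fitted effect of over 60% in size; hits raise eYFP signal because A3G escapes Vif-driven loss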
Target sequence (Q9HC16 whole entry, looked up): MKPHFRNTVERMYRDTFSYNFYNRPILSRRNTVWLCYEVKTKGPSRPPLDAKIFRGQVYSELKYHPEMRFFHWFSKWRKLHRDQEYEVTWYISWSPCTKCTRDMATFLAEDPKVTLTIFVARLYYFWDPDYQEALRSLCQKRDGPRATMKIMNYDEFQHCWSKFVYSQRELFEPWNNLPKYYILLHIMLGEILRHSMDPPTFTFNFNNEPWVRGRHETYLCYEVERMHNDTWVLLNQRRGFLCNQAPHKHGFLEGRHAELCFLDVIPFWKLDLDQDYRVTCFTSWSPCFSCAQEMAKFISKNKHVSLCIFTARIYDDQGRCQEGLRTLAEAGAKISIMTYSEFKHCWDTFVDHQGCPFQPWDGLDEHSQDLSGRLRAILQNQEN
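HeLa cells stably expressing Vif and C-terminally eYFP-tagged A3G, seeded overnight at 37 deg C, then exposed to compound by pintool overnight at 37 deg C. Rise in yellow fluorescence (Ex 488/Em 500-530, Acumen) marks blocked Vif-driven A3G degradation.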
rTrxR1 inhibitor: qHTS Assay for Inhibitors of Mammalian Selenoprotein Thioredoxin Reductase 1 (TrxR1): qHTS; Thioredoxin reductase 1, cytoplasmic (Rattus norvegicus), O89049; AID 588453, 2011; Potency, µM (series often up to 114 µM), inactives show at the highest dose activity change, negative = inhibition, actives largely listed as inhibitors; recombinant rTrxR1, NADPH fluorescence consumption, selenite substrate; 1% of 390,000 active; also: potency is read from the fitted curve at half-maximal effect; % is scaled to controls: 0 for no effect and ±100 for the full control effect; nearly all actives have a fitted effect of over 65% in size
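Rat TrxR1 (90 nM in the dispensed reagent) was pre-reduced with 400 uM NADPH for 5 min at room temperature, then incubated with compound for 15 min. After 400 uM selenite was added, NADPH fluorescence (Ex 340/Em 450 nm) was followed for 8 min.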
* = called active by the depositor; ? = inconclusive; & = joins results of further samples; [ ] = another dose, or the depositor's remark. Unless noted, calls follow the shape of the dose curve; as a rule, active = well fitted curve in the direction sought with a large enough effect; inconclusive = small, poorly fitted or top-dose-only effect, or another doubt; inactive = no such curve, though single readings can be large; an effect the other way counts as inactive or inconclusive. This is a subset; rates above refer to the full screens.

Order of values – LDHA inh, mIDH1 inhibitor, Vif-A3F inh, RGS4 inhibitor, TrxR1 substrate, USP1 inh, GRP78 ERSR act, Vif-A3G inh, rTrxR1 inhibitor
1. O=C(CSc1nnc(-c2ccncc2)n1Cc1ccco1)Nc1cccc(O)c1
  -14, 12%, 9%, 21%, -4%[57.1 µM], -21%, -5%, 1%, -5%[57.1 µM]
2. S=c1[nH]nc(CSCc2ccccc2Cl)n1-c1ccccc1
  0, 2%, -9%, 22%, -3%, -4%, -3%, 0%, 1%
3. CCCCN1C(=O)/C(=C/C=C2/C=Cc3ccccc3N2CC)SC1=S
  -4, 1%, -22%, -9%, 11%[57.1 µM], -10%, -1%, 0%, 24%[57.1 µM]
4. COc1ccc(NC(=O)C2CCCN(C(=O)c3ccc(Cl)cc3)C2)cc1Cl (stereo not given)
  0, 0%, 2%, -2%, -15%, -23%, 1%, -4%, -19%
5. Cc1ccc(NS(=O)(=O)c2ccc(C(=O)NCC(c3ccco3)N(C)C)cc2)cc1 (stereo not given)
  0, 0%, 5%, -21%, 1%, -27%, -5%, 1%, -10%
6. COc1ccc(-c2oc3ncn4nc(-c5ccccc5Br)nc4c3c2-c2ccc(OC)cc2)cc1
  -13, -14%, -1%, 17%, 2%, -21%, 1%, -3%, 11%
7. Cc1cc(C)cc(C(=O)NCCn2cc(SCC(=O)N3CCOCC3)c3ccccc32)c1
  2, -1%, 3%, -3%, 0%[57.1 µM], -3%, -3%, -2%, -38%
8. CC(=O)Nc1ccc(NC(=O)C2CC(=O)Nc3nc4ccccc4n32)cc1 (stereo not given)
  -5, 9%, 1%, -6%, 3%, -20%, 3%, -1%, 12%
9. O=C(c1cc(-c2ccc(F)cc2)on1)N1CCCC1
  -8, 14%, 5%, 26%, -8%, -6%, -9%, -1%, -5%
10. CCOc1ccc(N2CC(C(=O)NCC(=O)Nc3ccc(F)c(F)c3F)CC2=O)cc1 (stereo not given)
  -4, -11%, -8%, 7%, -1%, 3%, 0%, 1%, 1%
11. CCc1ccc(-c2ccc(SCc3ccccn3)nn2)cc1
  -13, -1%, 0%, 39%, -2%, -11%, 2%, 8%, 9%
12. CCOc1ccc(NC(=O)C(=O)NCCN2CCN(C(=O)c3ccc(C)cc3)CC2)cc1
  -4, 1%, 5%, -7%, 3%[57.1 µM], -14%, -5%, -6%, 3%[57.1 µM]
13. O=C(NCCS(=O)(=O)N1CCCCC1)c1ccccc1
  -10, 7%, 6%, 36%, 16%, -7%, -4%, 0%, 35%
14. Cc1ccc(OCC(=O)Nc2ccccc2C(=O)NC2CC2)cc1C
  -4, 2%, 0%, 20%, -11%, -5%, -2%, 1%, ?
15. CCOC(=O)C1CCCCN1C(=O)c1ccc2nc(Cc3ccc(OC)cc3)oc2c1 (stereo not given)
  0, -1%, -2%, 14%, 1%, -14%, -1%, 3%, 6%
16. COc1ccc(N2CC(C(=O)N(C)CC(=O)Nc3ccc(Cl)c(C(F)(F)F)c3)CC2=O)c(OC)c1 (stereo not given)
  4, 4%, 0%, 19%, 0%[57.1 µM], -6%, -2%, 0%, 11%[57.1 µM]
17. COc1cccc(CNS(=O)(=O)c2cc3c(cc2Cl)NC(=O)CO3)c1
  0, -4%, 2%, -15%, 6%[57.1 µM], -30%, -3%, 6%, 12%[57.1 µM]
18. Cc1ccc(Cl)cc1NC(=O)C1CCN(c2nnc(C)c3c(C)n(-c4ccccc4)nc23)CC1
  -9, 7%, ?, 25%, -10%, 1%, 2%, -4%, -3%
19. Cc1c(Cl)cccc1NC(=O)c1cc(-c2cccc(Cl)c2)on1
  -15, 6%, -13%, -7%, 10%, -15%, -1%, 4%, 24%
20. CCCCn1c(SCC(=O)NC2CCS(=O)(=O)C2)nc2ccccc2c1=O (stereo not given)
  -1, 1%, 1%, -11%, 3%, -21%, -7%, -6%, 13%
21. COc1cc2c(cc1NC(=O)CSc1nccn1C)oc1ccccc12
  0, -1%, 2%, -22%, -7%, -12%, 2%, -6%, 16%
22. OCCNc1ncnc2c1nnn2Cc1ccccc1
  -14, 4%, 6%, 19%, 7%[57.1 µM], -12%, 1%, -1%, 13%[57.1 µM]
23. CC(C)(C)C(=O)N1CCN(c2ccc(Cl)cc2[N+](=O)[O-])CC1
  -7, 0%, -1%, 19%, 5%[57.1 µM], -1%, 4%, 1%, -1%[57.1 µM]
24. Cc1cc(C)cc(NC(=O)CSc2nc3ccccc3nc2N2CCCC2)c1
  -1&3, -9%, -9%, -3%, -2%[57.1 µM], -15%, -2%, -6%, 0%[57.1 µM]
25. COc1ccccc1N1CCN(C2CCCC(C)C2)CC1 (stereo not given)
  -15, 0%, -1%, -5%, 7%, -18%, -3%, 0%, 15%
26. CCOc1ccccc1-n1c(SCC(=O)N2CCOCC2)nnc1-c1ccccn1
  -2, -3%, -6%, 12%, -5%, -17%, -5%, 2%, -3%
27. COc1ccc(-c2noc(C3CCCN(C(=O)c4ccccc4OC)C3)n2)cc1 (stereo not given)
  -5, -8%, 3%, 11%, 1%, -21%, 8%, -1%, 18%
28. O=C(O)c1cn(-c2ccc(N3CCCC3)c(F)c2)c2c(F)c(F)c(F)cc2c1=O
  8, -5%, 15%, -10%, -2%[57.1 µM], -20%, -8%, -7%, 2%[57.1 µM]
29. O=C(COC(=O)COc1ccc(Cl)cc1)NCc1ccc2c(c1)OCO2
  -7, -4%, 1%, 2%, 0%[2.29 µM], -19%, -2%, 0%, 5%[2.29 µM]
30. Cc1ccc(NC(=O)c2ccccc2NC(=O)c2cccs2)cc1
  -9, -5%, -11%, 19%, 2%, -20%, 1%, 1%, 8%
31. CC(C)COc1ccc(C(=O)N(Cc2cccc(F)c2)C2CCS(=O)(=O)C2)cc1 (stereo not given)
  -6, -1%, 1%, 1%, -2%, 2%, -1%, -3%, 17%
32. Cc1ccc(-c2c(C(=O)N/N=C/C3CC=CCC3)nnn2-c2nonc2N)cc1 (stereo not given)
  -13, 3%, 6%, 19%, -6%, -3%, -6%, 1%, 9%
33. COc1cc(NC(=O)Cc2cccc3ccccc23)c(C(=O)O)cc1OC
  -1, -2%, -3%, -5%, 1%, -20%, -1%, -11%, 11%
34. CCOC(=O)Cn1c(=O)oc2cc(S(=O)(=O)Nc3ccccc3F)ccc21
  -2, -18%, 0%, -1%, 5%, -9%, 18%, 4%, 11%
35. O=C(CCc1ccccc1)NCCc1nc2ccccc2[nH]1
  -2, 4%, 1%, 16%, 3%, -17%, -2%, 0%, 22%
36. Cc1c(NC(=O)c2ccccc2NS(=O)(=O)c2ccc(F)cc2)c(=O)n(-c2ccccc2)n1C
  -19, 7%, 3%, 23%, 6%, 3%, -3%, -7%, 22%
37. COc1ccc(NC(=O)c2cc(-c3cc(Cl)ccc3O)n[nH]2)c(OC)c1
  1, 8%, -11%, -13%, 0%, -17%, 0%, 1%, 18%
38. O=C(c1cccc(S(=O)(=O)NCc2ccccc2)c1)N1CCCCC1
  -4, 3%, 0%, -12%, 4%, -9%, -2%, 1%, 8%
39. C[C@H]1CN=C(Nc2ccccc2)N1CC1CCC1
  -9, 18%, 3%, -10%, 7%, -28%, -1%, 2%, 14%
40. CCOC(=O)C1CCCN(C(=O)CN2C(=O)NC(C)(c3ccc4ccccc4c3)C2=O)C1 (stereo not given)
  -1, 2%, 3%, -6%, 10%[57.1 µM], -10%, -5%, 1%, 9%
41. Cc1ccccc1Cn1cc(/C=N/n2cnnc2)c2ccccc21
  -3, 7%, -3%, 1%, -4%[57.1 µM], 0%, -3%, 1%, -10%[57.1 µM]

Compound profiles, as listed above.
O=C(c1cccc(S(=O)(=O)NCc2ccccc2)c1)N1CCCCC1 reads LDHA inh: -4; mIDH1 inhibitor: 3%; Vif-A3F inh: 0%; RGS4 inhibitor: -12%; TrxR1 substrate: 4%; USP1 inh: -9%; GRP78 ERSR act: -2%; Vif-A3G inh: 1%; rTrxR1 inhibitor: 8%
COc1ccc(NC(=O)c2cc(-c3cc(Cl)ccc3O)n[nH]2)c(OC)c1 reads LDHA inh: 1; mIDH1 inhibitor: 8%; Vif-A3F inh: -11%; RGS4 inhibitor: -13%; TrxR1 substrate: 0%; USP1 inh: -17%; GRP78 ERSR act: 0%; Vif-A3G inh: 1%; rTrxR1 inhibitor: 18%

Compound activity from PubChem.
